Screens as filed in PubChem.
NadD block: inhibitors of Staphylococcus aureus NadD; purified NadD enzyme, colorimetric absorbance read-out; 360,000 tested, 0.78% active; inhibition, % at 20 µM; in the data active = inhibition above about 26%; also: some compounds past the cut are filed as inactive
CSN deneddyl inh: inhibitors of human CSN-mediated cullin deneddylation; AID 651999; 360,000 tested, 0.38% active; Purified CSN, SCF-Nedd8-OG deneddylation, fluorescence polarization; inhibition, % at 12.5 µM; Q92905;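 active = pattern-corrected inhibition above about 35%, with an unprinted fluorescence ratio check between 0.5 and 1.5, limit read from the data, passing the limit was not always enough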;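 also: 0% = enzyme with substrate and 100% = substrate without enzyme; some results filed as inactive read as strong as hits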
Target sequence (Q92905 whole entry, looked up, one chain of several): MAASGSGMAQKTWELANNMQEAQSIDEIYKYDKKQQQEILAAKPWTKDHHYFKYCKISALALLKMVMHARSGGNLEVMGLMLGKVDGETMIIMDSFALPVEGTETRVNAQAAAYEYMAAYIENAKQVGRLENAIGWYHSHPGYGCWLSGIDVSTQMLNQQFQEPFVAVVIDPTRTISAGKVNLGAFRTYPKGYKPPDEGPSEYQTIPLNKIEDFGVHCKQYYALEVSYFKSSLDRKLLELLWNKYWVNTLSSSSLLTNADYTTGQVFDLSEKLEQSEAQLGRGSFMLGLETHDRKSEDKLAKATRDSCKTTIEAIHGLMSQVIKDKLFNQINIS
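Material: purified human Csn5 enzyme expressed in HEK293T cells / Medium: Tris buffer pH 7.5, NaCl, DTT, Tween-20, trehalose, ovalbumin / Compound dosing: 12.5 µM single point / Schedule: 90 min incubation of compound, enzyme and substrate at room temperature / Signal: fluorescence polarization of the substrate / Control set: no-enzyme wells high, enzyme-with-substrate wells low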
TbMetRS inhib: blocks T. brucei methionyl-tRNA synthetase activity. purified T. brucei MetRS, ATP depletion, Kinase-Glo luminescence. inhibition, % at 11.9 µM. 360,000 tested, 0.4% active. AID 624268;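 active = inhibition above a per-plate cutoff of the control wells' mean inhibition plus 3 SD, cut at about 5.5% in these data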;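 also: 0% = DMSO wells median and 100% = median of wells with control inhibitor compound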
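Material: T. brucei methionyl-tRNA synthetase, purified; reagent: substrates ATP, L-methionine and bulk Escherichia coli tRNA; dosing: 11.9 µM single point; timing: 15 min plus 2 h at 25 °C; detection: luminescence of leftover ATP; evaluation: % inhibition; control set: DMSO-only wells as low control; replicates: singlicate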
MsrA inh: inhibits bovine methionine sulfoxide reductase A. 360,000 tested, 0.75% active. purified bovine MsrA, absorbance read-out. inhibition, % at 15.5 µM. AID 651718; in the data active = inhibition above about 4.5%;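 also: 0% = vehicle wells with enzyme and 100% = reference inhibitor wells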
SUMO1 PPI mod: modulators of human SUMO1-mediated protein-protein interactions | inhibition, % at 20 µM | 360,000 tested, 0.33% active | SUMO1 binding to a labelled peptide, TR-FRET, 1 h | AID 602429 | P63165; in the data active = inhibition above about 37%
Rpn11 inh: inhibitors of human proteasome Rpn11 | calls only at 20 µM | human 26S proteasome, Ub4-pepOG fluorescence polarization; 20S core pre-blocked with epoxomicin | 360,000 tested, 0.59% active;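 active = inhibition at 20 µM, scaled to each plate's controls, above about 33%, limit read from the data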
LMPTP block: blocks human LMPTP phosphatase | P24666 | recombinant LMPTP-A, OMFP fluorogenic substrate, fluorescence intensity | inhibition, % at 20 µM | 360,000 tested, 0.22% active | AID 651560;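 active = compounds that cut the enzyme signal by at least half of the control window in the single-dose screen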;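 also: plate controls were DMSO wells with enzyme plus substrate for no effect and substrate without enzyme for full effect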
Target sequence (P24666 whole entry, looked up): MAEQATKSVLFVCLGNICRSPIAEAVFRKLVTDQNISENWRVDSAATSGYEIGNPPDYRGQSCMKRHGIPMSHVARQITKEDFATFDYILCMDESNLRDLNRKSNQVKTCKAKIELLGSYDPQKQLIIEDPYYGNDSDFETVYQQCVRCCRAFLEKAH
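test system = LMPTP-A | amount = 0.625 nM LMPTP-A final | reagent = fluorogenic phosphatase substrate OMFP at 400 µM final | incubation = 50 min at room temperature | benchmarks = no-enzyme low control, uninhibited high control | medium = Bis-Tris pH 6.0, DTT, detergent | signal = fluorescence intensity of OMFP turnover product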
Scp-1 inhibitor: blocks human Scp-1 phosphatase activity; Q9GZU7; Recombinant Scp1, phosphopeptide, malachite green phosphate absorbance; inhibition, % at 20 µM; 340,000 tested, 0.88% active; AID 493091;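 active = inhibition above about 50% at 20 µM, limit read from the data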;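 also: plate controls were DMSO wells with enzyme for no effect and wells lacking enzyme for full effect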
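Assay system: SCP-1 catalytic fragment, aa 76-261 | Buffer or medium: Tris acetate buffer pH 5.5 with MgCl2 and Tween-20 | Compound: One concentration, 20 µM, with 1.0% DMSO | Also added: Phospho 17-mer peptide substrate | Signal: Absorbance at 630 nm | Incubation: 45 min enzyme reaction at room temperature | Measure: % inhibition of SCP-1 phosphate liberation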
DNMT1 block: inhibitors of human DNMT1 | P26358 | DNMT1 molecular beacon, Hinp1I cleavage, fluorescence | inhibition (reported as % activation of signal), % at 10 µM | 360,000 tested, 0.83% active; in the data active = inhibition above about 50%
STEP inh: blocks human striatal-enriched tyrosine phosphatase; P54829; recombinant STEP, OMFP fluorogenic substrate, fluorescence; inhibition, % at 20 µM; 360,000 tested, 0.25% active;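 active = inhibition at 20 µM, scaled per plate between control wells, above about 37%, limit read from the data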;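 also: 0% = DMSO with enzyme and substrate and 100% = substrate only without enzyme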
Target sequence (P54829 whole entry, looked up): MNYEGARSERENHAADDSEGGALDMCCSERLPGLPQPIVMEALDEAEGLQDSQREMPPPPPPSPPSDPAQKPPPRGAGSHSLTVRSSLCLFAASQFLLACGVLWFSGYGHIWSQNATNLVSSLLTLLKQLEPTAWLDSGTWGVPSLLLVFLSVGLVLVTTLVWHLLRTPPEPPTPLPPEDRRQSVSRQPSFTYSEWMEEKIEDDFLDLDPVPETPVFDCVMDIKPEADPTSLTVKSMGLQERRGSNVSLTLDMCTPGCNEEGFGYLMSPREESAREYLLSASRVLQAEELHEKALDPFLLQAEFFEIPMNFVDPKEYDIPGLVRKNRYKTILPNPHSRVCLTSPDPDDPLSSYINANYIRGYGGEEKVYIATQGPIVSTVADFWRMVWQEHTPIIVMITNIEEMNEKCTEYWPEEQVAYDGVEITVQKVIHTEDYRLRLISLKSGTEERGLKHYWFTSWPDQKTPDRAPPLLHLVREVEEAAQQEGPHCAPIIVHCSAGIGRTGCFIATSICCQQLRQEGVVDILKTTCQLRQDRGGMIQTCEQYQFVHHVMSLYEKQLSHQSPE
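Measure: Control-normalized % inhibition with plate pattern correction | Test system: STEP phosphatase, cell-free reaction | Medium: pH 6.0 Bis-Tris with DTT and Tween 20 | Technique: Fluorescence, 480/540 nm | Times: Reaction 20 min, ambient temperature | Doses: Single compound dose of 20 µM, 1% DMSO final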
Starred values were filed as active, the others as inactive; i = inactive; x = not tested or not shown.

SMILES	NadD block	CSN deneddyl inh	TbMetRS inhib	MsrA inh	SUMO1 PPI mod	Rpn11 inh	LMPTP block	Scp-1 inhibitor	DNMT1 block	STEP inh
CSCCC1NC(=O)N(CC(=O)Nc2ccc(Cl)c(S(=O)(=O)N3CCOCC3)c2)C1=O (centres undefined)	0	2	0.0	-0.1	2	i	-0.2	7	-4	-4
Cc1nc(NC(=O)c2ccc([N+](=O)[O-])cc2Cl)sc1C(=O)N(C)C	0	6	3.7	3.0	-8	i	0.5	-7	12	9
Cc1ccc(S(=O)(=O)N2CCCC2C(=O)NCc2ccccc2F)cc1 (centres undefined)	0	-1	-0.9	0.2	4	i	-0.2	-4	-4	-1
CCN(Cc1ccccc1)C(=O)CSc1nncn1C	1	-1	-0.4	0.3	2	i	-0.9	-9	0	-2
CN(CC(=O)Nc1ccccc1F)CC(=O)Nc1ccccc1Br	-6	-4	-0.6	0.0	-1	i	-1.2	-4	-4	4
CC(NC(=O)OCc1ccccc1)C(=O)Oc1cc2oc(=O)cc(-c3ccccc3)c2cc1Cl (centres undefined)	-2	-5	0.0	3.7	-21	i	-30	-5	3	-1
C=C1C2(C(=O)NCc3ccco3)CCC(C2)C1(C)C (centres undefined)	8	1	-0.3	-0.9	-1	i	-0.1	-9	1	1
O=C1C=CN(C(=O)Oc2ccccc2)CC1	-1	-2	-0.5	-0.9	-3	i	-1.8	-9	5	2
CCCn1c(NC(=O)C2CCN(S(=O)(=O)c3cccs3)CC2)nc2ccccc21	5	9	-0.3	0.1	-1	i	2.2	-3	-11	-1
CCNc1nc(NC(C)C)nc(OCCNS(=O)(=O)c2cc(C)ccc2C)n1	2	5	0.0	-0.6	1	i	-0.5	-6	-1	2
CCc1ccc(CNC(=O)C2CCN(S(=O)(=O)N3CCCC3)CC2)cc1	-4	2	-0.8	0.0	3	i	-0.5	-3	-1	-2
CCC(NC(=S)Nc1ccccc1)C(=O)O (centres undefined)	-3	-2	0.1	-0.7	0	i	-0.8	40	2	0

An excerpt from above in order of length of the SMILES, highest first.
SMILES	NadD block	CSN deneddyl inh	TbMetRS inhib	MsrA inh	SUMO1 PPI mod	Rpn11 inh	LMPTP block	Scp-1 inhibitor	DNMT1 block	STEP inh
CCCn1c(NC(=O)C2CCN(S(=O)(=O)c3cccs3)CC2)nc2ccccc21	5	9	-0.3	0.1	-1	i	2.2	-3	-11	-1
CCc1ccc(CNC(=O)C2CCN(S(=O)(=O)N3CCCC3)CC2)cc1	-4	2	-0.8	0.0	3	i	-0.5	-3	-1	-2
Cc1ccc(S(=O)(=O)N2CCCC2C(=O)NCc2ccccc2F)cc1 (centres undefined)	0	-1	-0.9	0.2	4	i	-0.2	-4	-4	-1
CCN(Cc1ccccc1)C(=O)CSc1nncn1C	1	-1	-0.4	0.3	2	i	-0.9	-9	0	-2

Continuation:
SMILES	NadD block	CSN deneddyl inh	TbMetRS inhib	MsrA inh	SUMO1 PPI mod	Rpn11 inh	LMPTP block	Scp-1 inhibitor	DNMT1 block	STEP inh
O=C(CSc1nnc2c(Cl)cc(C(F)(F)F)cn12)Nc1ccc2c(c1)OCO2	-2	0	-0.7	-0.2	2	i	-0.7	0	-2	-1
CCc1nnc(NS(=O)(=O)c2ccc(NC(=S)NC(=O)/C=C/c3ccc(C(C)C)cc3)cc2)s1	69*	14	-0.3	x	27	i	3.7	-10	62*	0
CCC(=O)N/C(=N/c1nc(C)cc(C)n1)Nc1ccc(OC)cc1	3	2	-0.1	0.3	0	i	0.3	-6	-5	2
COCCCNC(=S)N(CCN(C)C)Cc1cc2cc3c(cc2[nH]c1=O)OCCO3	-10	-6	-0.3	3.2	2	i	0.5	-12	1	2
CCCNC(=O)C(Cc1ccccc1)NC(=O)c1ccc(-c2ccccc2)cc1 (centres undefined)	-7	-2	-0.1	-0.6	1	i	-1.7	-5	15	0
CCOC(=O)c1sc2nc(C)nc(NCc3cccnc3)c2c1C	-5	1	-0.4	-1.1	-6	i	1.9	6	-2	4
COc1ccc(CN2CCCC(C(=O)N3CCc4ccccc4C3)C2)cc1OC (centres undefined)	-5	4	-0.4	0.0	1	i	-0.2	-3	4	0
CCCCn1c(SCC(=O)OCC)nc2c1c(=O)[nH]c(=O)n2C	-5	-4	0.6	3.0	2	i	-2.3	-7	7	2
CC1=NN(c2ccc([N+](=O)[O-])cc2)C(=O)/C1=C\N(C)C	0	-6	-5.6	1.7	-12	i	3.4	-9	-8	5
Cc1cc(C)nc(-n2nc(C)cc2NC(=O)c2cc3ccccc3oc2=O)n1	-2	-1	-0.2	-0.2	2	i	0.0	-4	-1	8
COc1cccc(C(=O)NC2(C(F)(F)F)N=C3SCCN3C2=O)c1 (centres undefined)	2	3	-0.5	1.4	0	i	-0.1	-8	5	0
CCOC(=O)C1=CN(C(C)C)CCC1=O	-8	-4	-2.5	-0.7	1	i	-1.9	-20	8	2
Nc1nc2c(F)cccc2s1	-6	-2	-0.4	-0.2	-4	i	-1.8	-14	2	1
CC1(C)CC(=O)C2=C(C1)OC(N)=C(C#N)C21C(=O)N(Cc2ccccc2Cl)c2ccccc21 (centres undefined)	2	-2	-0.3	-0.2	2	i	3.1	-10	-2	4
CCCCC(=O)OCc1c(-c2ccccc2)ncc2ccccc12	-1	4	0.1	0.0	-6	i	0.4	-1	8	2
Cc1ccc([N+](=O)[O-])cc1NC(=O)Nc1ccc(S(N)(=O)=O)cc1	-11	-4	-0.5	0.4	-29	i	-0.3	-1	3	-2
Cc1ccc2nc3c(cc(C(=O)NC4CCCCC4)c(=N)n3C3CCCCC3)c(=O)n2c1	4	0	-0.7	0.9	-28	i	0.2	4	0	-2
Cc1cc(=O)oc(C)c1C(=O)NCCc1ccc(F)cc1	-6	7	0.1	2.1	-1	i	0.1	-3	2	1
CCc1ccc(OCC(O)CN2CCN(c3ccc(OC)cc3)CC2)cc1 (centres undefined)	-13	5	-1.1	0.1	-1	i	-0.5	-10	0	-3
COc1ccc(NC(=O)N(C)[C@H]2C[C@H]3c4[nH]c5ccc(-c6ccc7c(c6)OCO7)cc5c4CCN3C[C@H]2[C@H](C)O)cc1	17	-1	0.0	-0.2	-33	i	-0.2	x	-28	4
O=C(COC(=O)C1CCN(S(=O)(=O)c2c(Cl)cccc2Cl)CC1)NCc1ccco1	-3	-5	-0.1	-1.3	1	i	0.5	6	-4	-2
Cc1ccc(S(=O)(=O)CC(CN2CCOCC2)N2CCOCC2)cc1 (centres undefined)	0	4	0.0	-0.5	-1	i	-0.2	-5	0	0
CC(NS(=O)(=O)c1ccc(Br)cc1F)[C@H](O)c1ccccc1 (some centres undefined)	1	0	-0.4	-0.3	2	i	-0.7	x	4	-1
O=C(Nc1ccccc1C(=O)N1CCCCCC1)c1ccc(Cl)cc1	-4	-3	0.2	-1.2	-1	i	-1.1	-5	2	-2
COc1ccccc1-n1c2nc3ccccc3nc2c2c(=O)n(-c3cc(C)cc(C)c3)cnc21	11	-2	-0.9	3.6	-26	i	1.6	6	-2	3
O=C(NCC(=O)N1CCN(S(=O)(=O)/C=C/c2ccccc2)CC1)c1ccc(Cl)cc1	-1	7	-0.2	-0.4	-6	i	1.5	1	-1	4
Oc1cccc(Nc2ncnc3ccccc23)c1	-1	3	0.6	1.3	1	i	3.2	-8	-6	1
Cc1ccc([C@H]2C[C@@H](n3cc(-c4ccc(F)cc4)nn3)[C@H](O)CN2C(=O)C2CCCCC2)cc1	7	7	-0.8	-0.5	2	i	-0.7	x	4	2
COc1ccc(/C=C(/NC(=O)c2ccccc2)C(=O)N2CCC(C)CC2)cc1	-4	6	-0.3	0.9	3	i	0.5	-1	2	-3
N/C(=N\OC(=O)C12CC3CC(CC(C3)C1)C2)c1ccccn1	2	-4	-0.1	0.5	3	i	0.2	-4	2	0
Cc1ccc(S(=O)(=O)N2CCCC2)cc1C(=O)NCCOc1ccccc1	3	1	-0.1	0.0	-1	i	-0.7	-10	2	2
CC(=O)NC(c1ccccc1)c1nc(-c2cccnc2)cs1 (centres undefined)	2	4	-0.1	-0.8	3	i	0.1	x	5	1
COc1ccc(C(C(=O)NCc2ccccc2)N(Cc2cccnc2)C(=O)c2snc(C(N)=O)c2N)cc1OC (centres undefined)	-5	-1	0.1	0.9	-20	i	-0.9	-7	1	3
Cc1cccc(NC(=O)CSc2nc3[nH]ncc3c(=O)[nH]2)c1C	-3	-8	-0.5	2.5	0	i	-3.7	-5	0	-2
O=[N+]([O-])c1ccc(N2CCNCC2)cc1Sc1nc2ccccc2[nH]1	-2	-18	0.1	1.7	-9	i	3.1	2	0	1
Cc1cc(CNC(=O)Cn2nc(C)c([N+](=O)[O-])c2C)c2ccccc2n1	-7	-6	-0.2	0.3	-5	i	-0.6	2	-6	-5
COc1ccccc1N1CCN(C(=O)NCc2ccc(Cl)cc2)CC1	-7	0	0.0	-0.4	1	i	-0.8	-1	-3	0
CCCN(CC(=O)Nc1ccccc1C)C(=O)c1oc2ccc(OCC)cc2c1C	-3	-8	0.2	-0.6	3	i	0.6	-6	1	2
Nc1cnn(C2OC(CO)C(O)C2O)c(=O)n1 (centres undefined)	0	-9	-1.2	0.9	1	i	-0.9	-4	2	-1
O=C(NC1CC2CCCC(C1)N2C(=O)N1CCCCC1)C1CCCCC1 (centres undefined)	4	-6	-0.1	0.2	-1	i	-0.5	-10	1	-1
CCn1cc(S(=O)(=O)NCc2ccccc2Br)cn1	0	-4	0.2	-0.5	4	i	-0.3	-5	-1	0
C/C(=N\NC(=O)CCC(=O)O)c1c(-c2ccccc2)c2cc(Br)ccc2[nH]c1=O	-3	6	-0.1	1.1	-2	i	-2.2	-12	0	0
CCOc1ccc(NC(=S)NNC(=S)Nc2cccc(C(F)(F)F)c2)cc1	4	1	2.9	1.8	-5	i	3.1	-4	-19	2
CSCC[C@H](N)C(=O)N1CCC(C(=O)N[C@H](C(=O)NCc2ccccc2F)C(C)C)CC1	4	-7	-0.1	0.4	0	i	-6.9	4	0	0
CCC(C)NC(=O)COC(=O)Cc1sc(N)nc1-c1ccc(C)cc1 (centres undefined)	6	6	-0.9	-0.1	2	i	-0.7	-7	-6	-1
CN(C)/C=C1\C(=O)NN=C1c1ccccc1	0	-4	-0.5	1.8	3	i	0.4	-3	-9	13
